MLLE-PAM2 inh: inhibitors of microRNA-mediated deadenylation, human PABP1 MLLE binding | P11940 | GST-MLLE / FITC-PAM2 fluorescence polarization | inhibition, % at 20 µM | actives 0.36% (n = 360,000) | AID 588489; in the data active means inhibition above about 35%, passing the limit was not always enough;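 further: plate controls were DMSO wells with GST-MLLE for no effect and wells lacking GST-MLLE protein for full effect; some results filed as inactive read as strong as hits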
MT1-MMP act inh: MT1-MMP (human) activation inhibition | P50281 | HT1080 RFP-PRO-GFP cells, GFP/RFP ratio fluorescence, overnight; percent of plate control window, DMSO zero | GFP/RFP ratio change, % at 20 µM | actives 0.061% (n = 360,000) | AID 651647;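 active means GFP/RFP ratio change of at least 30% with cell ATP level not reduced by more than half and red fluorescence within 50% of control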; further: strong numbers were not always called active
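Test system: HT1080 RFP-PRO-GFP cells; Benchmarks: DMSO and RFP-L50D-GFP cell wells; Timing: cells overnight before dosing, compound overnight, 37 °C, 5% CO2; Compound: one 20 µM compound dose with 1% DMSO; Read-out: GFP/RFP fluorescence ratio.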
Rin1 Abl inh: human Rin1-Abl interaction inhibition; P00519+Q13671; TR-FRET Rin1/Abl binding, biochemical; inhibition, % at 7.35 µM; actives 0.4% (n = 360,000); in the data active means inhibition above about 5%, passing the limit was not always enough
Neddyl block: blocks human cullin neddylation | P61081+Q13564 | TR-FRET cullin neddylation, biochemical | calls only at 25 µM | actives 0.58% (n = 360,000) | AID 651699; in the data active means inhibition above about 36%
CSN deneddyl inh: blocks human CSN-mediated cullin deneddylation; Q92905; Purified CSN, SCF-Nedd8-OG deneddylation, fluorescence polarization; inhibition, % at 12.5 µM; actives 0.38% (n = 360,000); AID 651999;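 active means pattern-corrected inhibition above about 35%, with an unprinted fluorescence ratio check between 0.5 and 1.5, limit read from the data, passing the limit was not always enough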;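 further: 0% = enzyme with substrate and 100% = substrate without enzyme; some results filed as inactive read as strong as hits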
Target sequence (Q92905 whole entry, looked up, one chain of several): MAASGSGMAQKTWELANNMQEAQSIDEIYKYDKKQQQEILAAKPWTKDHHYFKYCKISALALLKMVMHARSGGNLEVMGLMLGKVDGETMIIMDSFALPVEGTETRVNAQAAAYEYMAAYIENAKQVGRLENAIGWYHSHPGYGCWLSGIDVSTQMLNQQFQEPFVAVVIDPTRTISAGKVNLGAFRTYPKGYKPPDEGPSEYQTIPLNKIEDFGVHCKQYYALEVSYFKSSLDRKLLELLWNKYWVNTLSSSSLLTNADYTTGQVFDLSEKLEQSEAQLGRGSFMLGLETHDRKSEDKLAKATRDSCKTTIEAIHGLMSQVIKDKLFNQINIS
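Material: purified human Csn5 enzyme expressed in HEK293T cells / Medium: Tris buffer pH 7.5, NaCl, DTT, Tween-20, trehalose, ovalbumin / Compound dosing: 12.5 µM single point / Schedule: 90 min incubation of compound, enzyme and substrate at room temperature / Signal: fluorescence polarization of the substrate / Control set: no-enzyme wells high, enzyme-with-substrate wells low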
Rpn11 inh: inhibitors of human proteasome Rpn11; human 26S proteasome, Ub4-pepOG fluorescence polarization; 20S core pre-blocked with epoxomicin; calls only at 20 µM; actives 0.59% (n = 360,000);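 active means inhibition at 20 µM, scaled to each plate's controls, above about 33%, limit read from the data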
Target sequence (O00487 whole entry, looked up): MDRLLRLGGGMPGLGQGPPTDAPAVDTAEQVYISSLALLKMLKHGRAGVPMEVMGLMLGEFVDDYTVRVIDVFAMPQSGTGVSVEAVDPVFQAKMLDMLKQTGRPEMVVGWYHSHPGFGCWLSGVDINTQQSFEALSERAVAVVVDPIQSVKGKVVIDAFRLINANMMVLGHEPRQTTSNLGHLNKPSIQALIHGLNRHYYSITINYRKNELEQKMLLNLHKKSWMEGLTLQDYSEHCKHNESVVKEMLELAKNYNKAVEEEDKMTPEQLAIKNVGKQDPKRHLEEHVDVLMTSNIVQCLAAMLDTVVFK
FAS TE block: FAS thioesterase (human) inhibition | inhibition, % at 15 µM | AID 602261 | P49327 | actives 0.67% (n = 360,000) | recombinant FAS-TE, OMFH fluorogenic substrate, fluorescence endpoint;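 active means compounds whose normalised, plate-corrected inhibition of enzyme fluorescence in the single-dose primary screen is 50% or more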;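 further: 0% = DMSO with enzyme and 100% = substrate without enzyme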
SKN-1 inh: inhibitors of C. elegans SKN-1 | actives 0.49% (n = 360,000) | inhibition, % at 21.8 µM | C. elegans VP596 Pgst-4::GFP/RFP ratio, acrylamide-induced, 24 h;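 active means interference check ratio from 0.5 to 1.5 plus GFP to RFP signal ratio inhibition reaching or exceeding a fixed threshold, cut at about 30% in these data, passing the limit was not always enough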; further: some compounds called inactive have numbers as strong as hits
NadD block: NadD (S. aureus) enzyme inhibition | AID 602399 | purified NadD enzyme, colorimetric absorbance read-out | actives 0.78% (n = 360,000) | inhibition, % at 20 µM; in the data active means inhibition above about 26%; further: some compounds past the cut are filed as inactive
Active calls of the source: *; i = inactive; . = not tested or not shown. Some of the compounds tested (hit frequency here may not be typical).

SMILES | MLLE-PAM2 inh | MT1-MMP act inh | Rin1 Abl inh | Neddyl block | CSN deneddyl inh | Rpn11 inh | FAS TE block | SKN-1 inh | NadD block
COC(=O)C1=C(c2ccc(C(C)=O)cc2)C[C@@H]2CC[C@H]1N2C(=O)N1CCCC1 | -1 | 13 | -2 | i | 2 | i | -6 | 1 | -4
COC(=O)C1=C(c2ccc(-c3ccccc3)c(F)c2)C[C@@H]2CC[C@H]1N2C(=O)NCCOc1ccccc1Cl | 11 | -5 | -1 | i | 0 | i | 40 | 0 | 0
C=C1C2C[C@H](O)C(C)(C)[C@@]2(O)[C@H](O)C[C@]23C[C@@](C)(O)[C@H](CC[C@H]12)[C@H]3OC(C)=O (some centres undefined) | -1 | 3 | 4 | i | 4 | i | -8 | 9 | -4
Cc1ccccc1NP(=O)(Oc1ccccc1F)Oc1ccccc1F | -5 | -2 | 1 | i | -4 | i | 5 | -1 | -1
CC(Cc1ccccc1)NC=O (centres undefined) | 0 | 0 | -3 | i | 0 | i | -4 | -8 | 5
CCOC(=O)[C@]12Cc3cc(OC)ccc3[C@H]1N(Cc1ccccc1)C(=O)c1cc(OC)ccc12 | . | -15 | . | i | -1 | . | 25 | 13 | -3
Cn1nccc1C(=O)N1CCC2(CC1)OCCO2 | 3 | -1 | 2 | i | 1 | i | -2 | -2 | -2
O=C1C2CC(CN3CCCCC23)C2CCCCN12 (centres undefined) | -6 | 1 | 3 | i | 2 | i | 3 | 6 | -1
CCN(CC)C(=O)c1ccc(NC(=O)c2cccc(S(=O)(=O)N3CCN(C)CC3)c2)cc1 | -10 | -2 | 5 | i | 2 | i | -3 | 9 | -5
O=C1NC(=O)N(Cc2ccc(F)cc2)C(=O)/C1=C\c1ccoc1 | -119 | -88 | 3 | i | 149 | . | -3 | 27 | 15
COCCNC(=O)N1[C@H]2CC[C@@H]1C(C(=O)OC)=C(c1ccc(-c3ccccc3)c(F)c1)C2 | 3 | -4 | -2 | i | 2 | i | -10 | 15 | -6
COc1ccccc1CN1CCN(C(=O)COc2ccc3ccccc3c2)CC1 | 3 | -6 | -4 | i | 6 | i | 5 | 14 | 5
COC(=O)CCCCC1SCC(NC(=O)c2ccccc2)C1Cl (centres undefined) | 22 | 3 | 9.2* | i | -6 | i | 2 | 2 | -5
Cc1c(N=Nc2c(O)n(Cc3ccccc3)c(=O)[nH]c2=O)c(=O)n(-c2ccccc2)n1C | -52 | 11 | -8 | i | 3 | i | -13 | 3 | 5
CCC(=O)OC1(c2ccccc2)C(C)CN(C)CC1C (centres undefined) | -13 | -1 | 1 | i | 2 | i | -2 | -8 | -9
CC(N=Cc1c(O)[nH]c(=O)[nH]c1=O)c1ccccc1 (centres undefined) | 6 | 6 | -1 | i | 7 | i | -9 | -4 | -8
CC1N=C(c2ccccc2Cl)c2cc(Br)ccc2NC1=O (centres undefined) | 2 | 2 | 3 | i | 5 | i | -9 | 19 | -5
CCC(=NCCc1c[nH]c2ccccc12)c1c(O)n(C)c(=O)n(C)c1=O | -6 | -1 | -3 | i | 1 | i | 10 | 3 | -3
CCOC(=O)[C@]12Cc3cc(C)ccc3[C@H]1N(Cc1ccccc1)C(=O)c1cc(F)c(F)cc12 | . | -18 | . | i | 1 | . | 28 | -8 | -3
C[C@]12CCC(=O)C=C1CC[C@@H]1[C@@H]2C(=O)C[C@]2(C)C(=O)CC[C@@H]12 | 8 | -1 | -2 | i | -1 | i | 2 | 4 | -6

Already shown: entries from further up.
SMILES | MLLE-PAM2 inh | MT1-MMP act inh | Rin1 Abl inh | Neddyl block | CSN deneddyl inh | Rpn11 inh | FAS TE block | SKN-1 inh | NadD block
COC(=O)C1=C(c2ccc(C(C)=O)cc2)C[C@@H]2CC[C@H]1N2C(=O)N1CCCC1 | -1 | 13 | -2 | i | 2 | i | -6 | 1 | -4
COC(=O)C1=C(c2ccc(-c3ccccc3)c(F)c2)C[C@@H]2CC[C@H]1N2C(=O)NCCOc1ccccc1Cl | 11 | -5 | -1 | i | 0 | i | 40 | 0 | 0
C=C1C2C[C@H](O)C(C)(C)[C@@]2(O)[C@H](O)C[C@]23C[C@@](C)(O)[C@H](CC[C@H]12)[C@H]3OC(C)=O (some centres undefined) | -1 | 3 | 4 | i | 4 | i | -8 | 9 | -4
Cc1ccccc1NP(=O)(Oc1ccccc1F)Oc1ccccc1F | -5 | -2 | 1 | i | -4 | i | 5 | -1 | -1
CC(Cc1ccccc1)NC=O (centres undefined) | 0 | 0 | -3 | i | 0 | i | -4 | -8 | 5
CCOC(=O)[C@]12Cc3cc(OC)ccc3[C@H]1N(Cc1ccccc1)C(=O)c1cc(OC)ccc12 | . | -15 | . | i | -1 | . | 25 | 13 | -3
Cn1nccc1C(=O)N1CCC2(CC1)OCCO2 | 3 | -1 | 2 | i | 1 | i | -2 | -2 | -2
O=C1C2CC(CN3CCCCC23)C2CCCCN12 (centres undefined) | -6 | 1 | 3 | i | 2 | i | 3 | 6 | -1
CCN(CC)C(=O)c1ccc(NC(=O)c2cccc(S(=O)(=O)N3CCN(C)CC3)c2)cc1 | -10 | -2 | 5 | i | 2 | i | -3 | 9 | -5
O=C1NC(=O)N(Cc2ccc(F)cc2)C(=O)/C1=C\c1ccoc1 | -119 | -88 | 3 | i | 149 | . | -3 | 27 | 15
COCCNC(=O)N1[C@H]2CC[C@@H]1C(C(=O)OC)=C(c1ccc(-c3ccccc3)c(F)c1)C2 | 3 | -4 | -2 | i | 2 | i | -10 | 15 | -6
COc1ccccc1CN1CCN(C(=O)COc2ccc3ccccc3c2)CC1 | 3 | -6 | -4 | i | 6 | i | 5 | 14 | 5

An excerpt of these results, with tabs:
structure	MLLE-PAM2 inh	MT1-MMP act inh	Rin1 Abl inh	Neddyl block	CSN deneddyl inh	Rpn11 inh	FAS TE block	SKN-1 inh	NadD block
C[C@]12CCC(=O)C=C1CC[C@@H]1[C@@H]2C(=O)C[C@]2(C)C(=O)CC[C@@H]12	8	-1	-2	i	-1	i	2	4	-6
CC(N=Cc1c(O)[nH]c(=O)[nH]c1=O)c1ccccc1 (centres undefined)	6	6	-1	i	7	i	-9	-4	-8

(listing goes on)
SMILES | MLLE-PAM2 inh | MT1-MMP act inh | Rin1 Abl inh | Neddyl block | CSN deneddyl inh | Rpn11 inh | FAS TE block | SKN-1 inh | NadD block
COc1ccc(-c2nn(CCC#N)cc2C(=O)Nc2ccccc2Br)cc1 | -5 | -2 | 0 | i | 0 | i | 5 | -9 | -9
O=Cc1cn(Cc2ccc([N+](=O)[O-])cc2)c2ccccc12 | -5 | -12 | -3 | i | -2 | i | 6 | 16 | -10
O=C(/C=C/c1ccc(Cl)cc1)NC(=S)N1C[C@H]2C[C@H](C1)c1cccc(=O)n1C2 | -18 | 1 | -2 | i | 1 | i | -2 | -3 | -1
CCNc1cc(N2CCN(C)CC2)ccc1[N+](=O)[O-] | 5 | 3 | -11 | i | 6 | i | 2 | 7 | -5
Cc1cc(C)cc(N2C(=O)/C(=C\c3ccc(N4CCN(C)CC4)o3)C(=O)NC2=S)c1 | -150 | -122 | -4 | i | 76* | . | -8 | 26 | 8
CN(Cc1cccc(-c2ccncc2)c1)C(=O)Oc1ccccc1Cl | . | 1 | . | i | -4 | . | 4 | 26 | 6
CN(C)c1ccc2c(c1)N=C(c1ccco1)OP2(=S)N1CCOCC1 (centres undefined) | 36 | 4 | 1 | i | 5 | i | 5 | 9 | 3
CC(=O)OC1C(=O)OCC23CCC4(C)OC4C2OC2CC(OC(=O)C=CC=CC(=O)OCCC1C)C3(C)C21CO1 (centres undefined) | 4 | -35 | 2 | i | 5 | i | -6 | 42* | 3

Screening results: PubChem, several laboratories
